ALDH1A1 inh: qHTS Assay for Inhibitors of Aldehyde Dehydrogenase 1 (ALDH1A1); Aldehyde dehydrogenase 1A1 (Homo sapiens), P00352; Purified ALDH1A1, NADH fluorescence, propionaldehyde substrate; Potency, µM (top dose mostly 75.3 µM), for the others: at the highest dose activity, negative = inhibition, most hits filed as inhibitors; actives 7.3% (n = 220,000); active = well fitted inhibition curve with a large enough effect, not every such curve was filed as active; inconclusive = small, poorly fitted or top-dose-only effect, or another doubt; inactive = no such curve, though single readings can be large or run the other way;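 note: plate controls were no enzyme wells and a reference inhibitor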
Lamin A splicing: qHTS Assay for Modulators of Lamin A Splicing; AID 1487, 2009; actives 0.01% (n = 200,000); HeLa LMNA splicing GFP/RFP minigene ratio, 48 h; Potency, µM (top dose mostly 46.1 µM), for the others: top-dose ratio change, negative = inhibition, hits mostly inhibitors; active = well fitted inhibition curve with a large enough effect in the signal ratio, with a control signal flat, not every such curve was filed as active; inconclusive = small, poorly fitted or top-dose-only effect, or effect the other way, or a change in a side signal; the % refers to the signal ratio; note: % is set by controls: 0 for no effect and ±100 for the full control effect
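Read-out is the ratio of GFP to DsRed2 object intensity, acquired by 488 nm laser-scanning cytometry on HeLa lamin A-EGFP minigene reporter cells. Compound incubation 48 hrs at 37 °C in Opti-MEM with 2% FBS; DMSO 0.5% final.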
RECQ1 inh: qHTS Assay for Inhibitors of RecQ-Like Dna Helicase 1 (RECQ1). ATP-dependent DNA helicase Q1 (Homo sapiens), P46063. RECQ1 DNA unwinding, red fluorescence kinetic read. Potency, µM (doses to about 57.3 µM), without a hit: at the top dose activity, negative = inhibition, actives largely listed as inhibitors. actives 0.54% (n = 240,000). AID 2549, 2010;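 note: plate controls were vehicle for no effect and no enzyme for full effect; nearly all actives have a fitted effect of over 30% in size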
Target sequence (P46063 whole entry, looked up): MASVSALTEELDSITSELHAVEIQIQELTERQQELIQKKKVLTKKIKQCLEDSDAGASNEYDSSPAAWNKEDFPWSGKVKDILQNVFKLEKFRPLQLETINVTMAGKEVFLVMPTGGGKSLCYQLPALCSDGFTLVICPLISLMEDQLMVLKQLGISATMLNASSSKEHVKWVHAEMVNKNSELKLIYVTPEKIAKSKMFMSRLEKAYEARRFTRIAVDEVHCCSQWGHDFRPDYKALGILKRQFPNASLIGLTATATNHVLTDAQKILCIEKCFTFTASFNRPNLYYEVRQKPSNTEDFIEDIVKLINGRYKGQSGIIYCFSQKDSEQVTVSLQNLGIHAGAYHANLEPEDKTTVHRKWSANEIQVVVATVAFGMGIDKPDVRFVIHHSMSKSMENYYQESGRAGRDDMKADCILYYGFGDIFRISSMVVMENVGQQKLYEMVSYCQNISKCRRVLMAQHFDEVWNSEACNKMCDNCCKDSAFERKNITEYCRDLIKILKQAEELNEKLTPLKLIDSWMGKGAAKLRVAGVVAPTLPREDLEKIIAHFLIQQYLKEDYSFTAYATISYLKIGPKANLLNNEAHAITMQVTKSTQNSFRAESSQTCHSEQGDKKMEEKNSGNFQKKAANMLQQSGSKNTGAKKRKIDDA
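RECQ1T1 50 nM; forked duplex (20 bp + 30-nt ss tails) 200 nM, ATP 2 mM final; pH 8.0, 2 mM MgCl2, 2.5 ug/ml poly(dI-dC); 15 min compound preincubation; discontinuous kinetic read over 2 h at RT.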
SMN2 splice enh: qHTS Assay for Enhancers of SMN2 Splice Variant Expression; HEK293 SMN2-luciferase splicing reporter, luminescence, 30-36 h; Potency, µM (titrated, usually from 46.1 µM), without a hit: at the top dose activity change, positive = activation, hits mostly activators; actives 2.8% (n = 210,000); AID 1458, 2008; note: % of control where 0% means no effect; nearly all actives have a fitted effect of over 55% in size
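HEK293 cells carry an SMN2 […]–luciferase reporter in which exon 7 inclusion puts luciferase in frame. Cells were plated 10-12 h before compound addition, then incubated 30-36 h at 37C. ONE-Glo luminescence was read; sodium butyrate at 4.5 mM final served as control.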
L3MBTL1 block: qHTS Assay for the Inhibitors of L3MBTL1 | actives 0.66% (n = 230,000) | Potency, µM (titrated, usually from 57.1 µM), without a hit: at the highest dose activity, negative = inhibition, usual class: inhibitors | AID 485360, 2010 | AlphaScreen L3MBTL1–H3K9me1 peptide binding; note: % is set by controls: 0 for no effect and ±100 for the full control effect; nearly all actives have a fitted effect of over 60% in size
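L3MBTL1 50 nM + b-AHA-H3(1-15)K9me1 75 nM, 30 min RT; compound added, 30 min RT; streptavidin donor/Ni-chelate acceptor beads 10 ug/mL each final, 30 min RT dark; AlphaScreen read.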
Tau fibril ThT: qHTS for Inhibitors of Tau Fibril Formation, Thioflavin T Binding; actives 2.1% (n = 270,000); Potency, µM (highest dose often 57.4 µM), for inactives: at the highest dose activity, negative = inhibition, most hits filed as inhibitors; recombinant tau K18 P301L (four-repeat tau fragment), heparin-induced fibrillization, ThT fluorescence; AID 1460, 2008; note: % is set by controls: 0 for no effect and ±100 for the full control effect; nearly all actives have a fitted effect of over 55% in size
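Heparin-induced fibrillization of the P301L-mutant K18 repeat-domain fragment of human tau was followed by ThT binding in quantitative high-throughput format.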
Luc counter: Counterscreen for Luciferase (Kinase-Glo TM) Inhibition; Luciferin 4-monooxygenase (Photuris pensylvanica), Q27757; actives 0.28% (n = 200,000); AID 1379, 2008; Potency, µM (highest dose often 38.3 µM), for inactives: at the highest dose activity change, negative = inhibition, hits mostly inhibitors; Kinase-Glo luciferase, ATP luminescence, 8 min; note: % is set by controls: 0 for no effect and ±100 for the full control effect; nearly all actives have a fitted effect of over 60% in size
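Recombinant Kinase-Glo luciferase, 10 uM ATP (linear range), luciferin; imidazole pH 7.2 / KCl / MgCl2 / Tween / BSA buffer; 8 min RT; luminescence.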
JMJD2E inh: qHTS Assay for Inhibitors of Human Jumonji Domain Containing 2E (JMJD2E). JMJD2E catalytic domain, FDH-coupled NADH fluorescence (FDH is formaldehyde dehydrogenase). Potency, µM (top dose mostly 57.1 µM), for the others: at the highest dose activity change, negative = inhibition, usual class: inhibitors. actives 1.6% (n = 230,000); active = well fitted inhibition curve with a large enough effect, not every such curve was filed as active; inconclusive = small, poorly fitted or top-dose-only effect, or another doubt; inactive = no such curve, though single readings can be large or run the other way;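 note: 0% = wells with enzyme and -100% = buffer wells without enzyme; nearly all actives have a fitted effect of over 50% in size; many of its hits are not listed in these tables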
Target sequence (B2RXH2 1-337 limits assumed): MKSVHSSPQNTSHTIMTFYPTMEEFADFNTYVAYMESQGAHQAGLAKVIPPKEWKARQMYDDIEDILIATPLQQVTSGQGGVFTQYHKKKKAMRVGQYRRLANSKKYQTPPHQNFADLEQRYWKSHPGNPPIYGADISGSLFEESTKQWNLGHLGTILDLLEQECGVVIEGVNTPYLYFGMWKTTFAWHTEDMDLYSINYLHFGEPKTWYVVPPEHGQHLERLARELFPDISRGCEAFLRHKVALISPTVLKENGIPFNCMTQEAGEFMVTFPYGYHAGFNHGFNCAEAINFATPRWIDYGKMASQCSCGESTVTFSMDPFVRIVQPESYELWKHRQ
Active calls of the source: *; i = inactive; u = inconclusive; x = no result given; [ ] = remark or other dose. Unless noted, calls come from the whole dose curve; as a rule, active = well fitted curve in the direction sought with a large enough effect; inconclusive = small, poorly fitted or top-dose-only effect, or another doubt; inactive = no such curve, though single readings can be large; an effect the other way counts as inactive or inconclusive. Potency is the fitted concentration of half-maximal effect.

SMILES | ALDH1A1 inh | Lamin A splicing | RECQ1 inh | SMN2 splice enh | L3MBTL1 block | Tau fibril ThT | Luc counter | JMJD2E inh
S=c1nc(C2CCCCC2)[nH]c2ccccc12 | 3% | x | -6% | 3% | 8% | -12% | -4% | -4%
COc1ccc(C(OC(=O)c2c(C)noc2C)C(=O)NC2CCCC2)cc1 (configuration not stated) | 4% | 2% | 7% | 13% | x | -14% | -2% | -4%
c1ccc(OCc2nnc3sc(-c4cccs4)nn23)cc1 | 3.5µM* | -2% | -2% | 21% | x | u | 2% | -18%
Cc1ccc(C2=NNC(C(O)C(O)C(O)C(O)CO)S2)cc1 (configuration not stated) | u | 11% | -13% | -29% | x | u | 0% | -13%
CCOc1cc(Br)c(/C=C2/C(=O)N(C)C(=S)N2CC(=O)OC)cc1OC | -2% | 1%[46 µM] | -1% | -9% | 5% | 1% | -3% | -10%
NC(=O)C1=C[C@H](c2csc3ccccc23)C[C@H](OCc2ccc(CO)cc2)O1 | 8.9µM* | x | -23% | x | u | -8% | x | -6%
CC(=O)C(=Nc1ccccc1Cl)NNc1ccc(Cl)cc1 | u | -9% | i | -46%[inhibitor] | u | 6.3µM* | -3% | -2%
CC(=O)Nc1ccc(-c2cn3ccsc3n2)cc1 | 1% | -6% | 1% | 10µM* | x | -18% | -9% | -4%
CC(=O)Nc1cccc(C(=O)OC(C(=O)c2ccc(C)c(C)c2)c2ccccc2)c1 (configuration not stated) | -1% | 7% | -19% | -6% | -9% | 5% | 5% | 1%
COc1ccc(Cl)cc1N(C(C)C(=O)O)S(C)(=O)=O (configuration not stated) | 6% | -5%[46 µM] | i | -4% | -4%[11.4 µM] | -2% | 2% | -8%
O=C(CN1CCCC1)NCC12CC3CC(CC(C3)C1)C2 | u | 15% | i | 4% | 33%[activator] | 7% | -2% | 0%
Cc1c(C(=O)Nc2ccc(OCc3ccccc3)cc2)cccc1[N+](=O)[O-] | -7% | 25% | i | 1% | 3% | -5% | -3% | -2%
Cc1cccc2cc(C3CC(c4cccs4)=NN3C(=O)CCC(=O)O)c(Cl)nc12 (configuration not stated) | u | -21% | -7% | -1% | 10% | -12% | 1% | u
Oc1ccc(-c2csc(-c3cccnc3)n2)c(O)c1 | -1% | 5%[46 µM] | -9% | u | 1% | u | -1% | -1%
CC1CCc2c(C(=O)NCCCN3CCOCC3)csc2C1 (configuration not stated) | u | 4% | -5% | -3% | 48%[activator] | 4% | -2% | 12%
CCN(CC)CC#CC(C)OCOCC#CCOC (configuration not stated) | -2% | 1% | 1% | -12% | 0% | -5% | 1% | 0%
Cc1cccn2cc(-c3ccc(S(=O)(=O)N4CCCCC4)cc3)nc12 | -2% | -2%[46 µM] | 9% | x | 11% | -2% | -2% | 15%
CC(=O)NCc1nc2ccccc2n1C(C)C | -8% | -3% | -1% | 5% | 11% | -7% | 1% | -1%
Cc1cc(N2CCN(c3nc(-c4ccccc4)cs3)CC2)c2ccccc2n1 | -14% | -3%[46 µM] | 8.9µM* | -62%[inhibitor] | -4% | u | -1% | u
FC(F)Sc1ccc(NC(=S)NC2CCCC2)cc1 | 7% | u | -1% | u | 19% | 5% | -2% | -4%
Cc1nc(N(C)C)ncc1C(=O)O | 1% | -3% | -1% | -2% | 1% | 0% | -4% | 6%
O=c1[nH]c(-c2ccncc2)nc2ccccc12 | 7.9µM* | -8% | -15% | 9% | 4% | u | 1% | -10%
Cc1nc2scc(-c3ccc(C(C)(C)C)cc3)c2c(=O)n1N | -11% | 10%[9.22 µM] | -1% | -23% | -6% | 2% | 2% | 4%
CN1CCN(S(=O)(=O)c2ccc(Sc3nnnn3-c3ccccc3)c([N+](=O)[O-])c2)CC1 | -56% | u | -3% | -15% | -6% | u | 6% | -10%
C/C(CC(=O)Nc1ccccc1)=N\NC(=O)COc1ccc(C)cc1Br | u | x | i | -6% | 20% | -11% | 2% | 5%
CNC(=O)N(O)C1N(NC(=O)Nc2cccc3ccccc23)C(=S)SC1(C)C (configuration not stated) | -13% | -21% | -3% | 7.1µM* | -10% | 11% | 0% | 5%
CCOc1ccc(C2C(C#N)=C(N)Oc3cc(C)oc(=O)c32)cc1 (configuration not stated) | 8.9µM* | 0%[46 µM] | 18% | 8% | -2% | 0% | -5% | -4%
COc1ccc(Nc2nc(N)nc(CN(C)C3CCCCC3)n2)cc1 | 1% | 4% | -1% | 0% | u | -16% | -2% | 1%
CCCC(C(=O)OCC)P(=O)(c1ccccc1)c1ccccc1 (configuration not stated) | 12% | 0% | -4% | -8% | x | -3% | 12% | 2%
CCn1cc([N+](=O)[O-])c(C(=O)N2CCCC2)n1 | u | 1% | i | 20% | x | -8% | -3% | 0%
Cn1cnc(S(=O)(=O)Nc2cc(C(F)(F)F)ccc2N2CCOCC2)c1 | -1% | u | i | x | 1% | -5% | x | -16%
CCn1nc(C)c(CNC(=O)c2cc(COc3ccc(F)cc3Cl)on2)c1C | x | x | -2% | x | -7% | -10% | x | 2%
COc1ccccc1NCCC(=O)OCC(=O)Nc1ccc(Cl)cn1 | 7% | -1% | i | 2% | -15% | u | 1% | -18%
CN(Cc1cnn(C)c1)Cc1nc(Cc2ccccc2Cl)no1 | 9% | 15%[46 µM] | i | x | -3% | 1% | 3% | 3%
COC(=O)c1c(C)[nH]c(C(=O)/C=C/c2ccccc2F)c1C | x | x | -2% | x | 2% | u | x | 3%
CN1CCN(NS(=O)(=O)c2cccs2)CC1 | u | -7% | 1% | -17%[1.84 µM] | -5% | 13µM* | -1% | -1%
Nc1nc(SCCO)[nH]c(=O)c1NC(=O)c1ccccc1F | 13% | -7%[46 µM] | -3% | 12% | x | -1% | 1% | -3%
CC1=Nc2ccccc2/C1=C\c1nc(-c2ccc(F)cc2)oc1O | 0% | 11% | u | 0% | x | 7.1µM* | -1% | u
CCn1nnc(NC(=O)c2ccc(C(C)(C)C)cc2)n1 | -13% | 7% | -6% | x | 44%[activator] | 0% | -5% | 2%
O=C(O)C1C2C=CC(O2)C1C(=O)NCCCn1ccnc1 (configuration not stated) | u | 3% | -2% | x | -10% | u | x | u
O=C(O)CCC(=O)Nc1ccc(Cc2ccc(NC(=O)CCC(=O)O)cc2)cc1 | 7% | -5% | -11% | -5% | x | -6% | 2% | 4%
CN(C)C1C(=O)C(C(N)=O)C(=O)C2(O)C(=O)C3C(=O)c4c(O)ccc(Cl)c4C(O)C3CC12 (configuration not stated) | -7% | x | -19% | x | x | u | 0%[39.9 µM] | x
COc1ccc(OC)c(NC(=O)Nc2cccc(Cn3cccn3)c2)c1 | 7% | 4% | -4% | 5% | -7% | -17% | -9% | 3%
CS(=O)(=O)N(CCc1ccccc1)CC(=O)NCc1ccncc1 | 1% | -6% | -12% | -10% | x | -8% | -1% | 3%
Cc1ccc(C)c(C(=O)n2cnnc2N)c1 | 11% | 6% | -5% | u | -1% | -4% | 1% | -3%

By substructure: the compounds so far with bromine.
SMILES | ALDH1A1 inh | Lamin A splicing | RECQ1 inh | SMN2 splice enh | L3MBTL1 block | Tau fibril ThT | Luc counter | JMJD2E inh
CCOc1cc(Br)c(/C=C2/C(=O)N(C)C(=S)N2CC(=O)OC)cc1OC | -2% | 1%[46 µM] | -1% | -9% | 5% | 1% | -3% | -10%
C/C(CC(=O)Nc1ccccc1)=N\NC(=O)COc1ccc(C)cc1Br | u | x | i | -6% | 20% | -11% | 2% | 5%

Next part:
SMILES | ALDH1A1 inh | Lamin A splicing | RECQ1 inh | SMN2 splice enh | L3MBTL1 block | Tau fibril ThT | Luc counter | JMJD2E inh
CCOC(=O)Cc1csc(NS(=O)(=O)c2ccc(OC)cc2)n1 | 3% | -11%[46 µM] | 13% | 4% | -1% | -12% | 3% | 3%
CCc1ccccc1NC(=O)c1ccccc1Sc1ccc([N+](=O)[O-])cc1Cl | -7% | u | -18% | -24% | -14% | -11% | -1% | 1%
C/C(Cl)=C\Cn1c(=O)c2c(nc3n2CCS3)n(C)c1=O | 12% | 12% | 11% | -8% | 5% | -3% | 2% | 2%
CC(=O)c1ccc(NC(=O)CC23CC4CC(C2)CC(n2nnc(C)n2)(C4)C3)cc1 | -5% | 0%[46 µM] | -15% | -20% | x | -3% | 3% | -9%
COc1cc(C(=O)NC(C(=O)Nc2cccc(C(C)=O)c2)C(C)C)cc(OC)c1OC (configuration not stated) | u | -10%[46 µM] | -5% | 13% | -17% | -8% | 1% | 1%
Cc1ccc(N(Cc2cc3ccccc3[nH]c2=O)C(=O)c2ccco2)c(C)c1 | u | -21% | u | 24% | x | -17% | -1% | -8%
CCOc1ccc(C(=O)NC(=S)N(Cc2ccccc2)Cc2ccccc2)cc1 | -7% | 5% | -8% | -10% | u | -3% | -2% | 5%
COC(=O)c1cc(NC(=O)CSc2nnc(N)s2)ccc1Cl | u | -8%[46 µM] | i | 0% | 4% | -7% | -1% | 7%
Cc1ccc(S(=O)(=O)NCC(=O)OCC(=O)NC(=O)NC2CCCC2)cc1 | -10% | -13%[46 µM] | -7% | 29% | -1% | 3% | 7% | -2%
C/C(=N\OC(=O)c1cccc(C(F)(F)F)c1)c1sc(-c2ccccc2)nc1C | 16% | 4% | 4% | 25µM* | 6% | u | 5% | 7%
COCCn1c(SCC(=O)c2ccc3c(c2)OCCO3)nnc1-c1ccco1 | u | 12% | i | 18% | x | -4% | -8% | -4%

Some of the compounds tested; rates above refer to the full screens.
